# Screening data deposited in PubChem BioAssay by NMMLSC.
# CR mimetic SO: lowers age-related superoxide in aged yeast cells | superoxide response (% of plate mean), % at 10 µM | AID 2690 | S. cerevisiae aged cells, superoxide DHE fluorescence; active compounds read low | actives 0.18% (n = 330,000);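 active = superoxide response under a set limit, about three screen SD below normal, cut at about 65% in these data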;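 note: yeast aged for seven days with compound at 30 °C before DHE staining; 100% = average MFI of all compound-treated wells on the plate with controls excluded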
# CIT2-GFP yeast: alters CIT2-GFP fluorescence in TOR pathway yeast screen; S. cerevisiae CIT2-GFP strain, flow cytometry, 3 h; 100 means same as DMSO wells; GFP response vs DMSO, % at 10 µM; actives 0.065% (n = 320,000);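 active = GFP response relative to DMSO above a set limit, near the screen mean plus 3 SD, cut at about 150% in these data; inconclusive = Fewer than 70 cells measured for a yeast strain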;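 note: ratio of well median GFP fluorescence to mean of DMSO wells on the plate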
# VLA-4 inh: inhibition in a human VLA-4 binding assay; P13612; VLA-4 expressing cells, ligand binding flow cytometry; inhibition, % (about 7 µM as worked out from the volumes in the protocol); actives 0.2% (n = 330,000); AID 2557; in the data active = inhibition above about 50%
# Target sequence (P13612 whole entry, looked up): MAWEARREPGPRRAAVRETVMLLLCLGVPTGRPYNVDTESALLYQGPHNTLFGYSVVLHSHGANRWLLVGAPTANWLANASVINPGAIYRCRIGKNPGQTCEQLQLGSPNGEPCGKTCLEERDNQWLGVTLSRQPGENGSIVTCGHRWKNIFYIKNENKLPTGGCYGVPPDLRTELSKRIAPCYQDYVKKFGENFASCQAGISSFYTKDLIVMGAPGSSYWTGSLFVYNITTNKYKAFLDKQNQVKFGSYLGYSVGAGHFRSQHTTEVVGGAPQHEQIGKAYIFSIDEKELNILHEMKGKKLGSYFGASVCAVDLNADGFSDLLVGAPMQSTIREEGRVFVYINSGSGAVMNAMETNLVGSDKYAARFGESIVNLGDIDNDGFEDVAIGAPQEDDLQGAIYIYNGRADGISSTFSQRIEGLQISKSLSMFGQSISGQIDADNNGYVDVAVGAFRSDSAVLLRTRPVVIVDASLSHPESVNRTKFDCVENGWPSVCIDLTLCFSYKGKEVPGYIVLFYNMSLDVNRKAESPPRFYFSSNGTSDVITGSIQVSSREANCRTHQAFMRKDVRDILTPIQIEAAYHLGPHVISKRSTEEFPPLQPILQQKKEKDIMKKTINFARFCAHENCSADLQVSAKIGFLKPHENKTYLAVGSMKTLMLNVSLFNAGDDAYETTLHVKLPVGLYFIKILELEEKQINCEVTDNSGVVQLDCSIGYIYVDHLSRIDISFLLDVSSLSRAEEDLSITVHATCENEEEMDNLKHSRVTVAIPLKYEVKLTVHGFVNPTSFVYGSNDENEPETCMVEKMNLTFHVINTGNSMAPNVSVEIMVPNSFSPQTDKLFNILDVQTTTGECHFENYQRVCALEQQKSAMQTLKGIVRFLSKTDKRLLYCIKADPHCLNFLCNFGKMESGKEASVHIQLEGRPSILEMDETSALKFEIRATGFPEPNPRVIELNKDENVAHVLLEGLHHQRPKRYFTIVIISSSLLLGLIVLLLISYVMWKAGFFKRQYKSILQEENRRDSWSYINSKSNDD
# AGP1 TOR yeast: yeast TOR pathway AGP1-GFP modulation. S. cerevisiae AGP1-GFP multiplex flow cytometry, 3 h; GFP as percent of DMSO wells. GFP response vs DMSO, % at 10 µM. actives 0.02% (n = 320,000). AID 2066;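 active = GFP response relative to DMSO above a set limit, near screen average plus 3 SD, cut at about 150% in these data; inconclusive = fewer than 70 cells counted for the yeast strain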;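 note: median GFP channel fluorescence of the gated AGP1 strain per well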
# GRK2 inh: blocks RNA aptamer binding to human GRK2 | bead flow cytometry, FAM-aptamer displacement from GRK2 | actives 0.59% (n = 330,000) | inhibition of aptamer binding, % at 10 µM | P25098 | AID 488847;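 active = inhibition of aptamer binding above 40%, roughly 3 SD of noise, on plates passing a quality check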;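 note: median bead fluorescence of bound FAM aptamer so fluorescent compounds give negative values; no value below 0 was filed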
# LAP4 TOR yeast: alters LAP4-GFP fluorescence in TOR pathway yeast screen; S. cerevisiae LAP4-GFP multiplex, flow cytometry GFP, 3 h; median GFP as percent of DMSO wells; GFP response vs DMSO, % at 10 µM; actives 0.34% (n = 320,000); AID 2023;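 active = GFP response vs DMSO above a set limit, about the screen mean plus 3 SD, cut at about 150% in these data; inconclusive = under 70 cell events counted for the yeast strain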
# RPL19A TOR yeast: modulators of TOR pathway RPL19A-GFP in S. cerevisiae; S. cerevisiae RPL19A-GFP strain, flow cytometry, 3 h; active compounds read low; percent response vs DMSO, % at 10 µM; actives 0.3% (n = 330,000); AID 2025;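 active = percent response vs DMSO below 50%; inconclusive = fewer than 70 events counted for the yeast strain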;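 note: median channel GFP fluorescence of the barcoded RPL19A-GFP strain; ratio of sample median GFP to plate DMSO average so 100% = DMSO; lower means less RPL19A-GFP as with rapamycin TOR inhibition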
# MEP2-GFP yeast: alters MEP2-GFP fluorescence in TOR pathway yeast screen; S. cerevisiae MEP2-GFP strain, flow cytometry GFP, 3 h; 100% = DMSO control level; GFP response vs DMSO, % at 10 µM; actives 0.51% (n = 330,000);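 active = GFP response versus DMSO above a set limit, roughly screen mean plus 3 SD, cut at about 180% in these data; inconclusive = fewer than 70 cells counted for a yeast strain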;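 note: median GFP fluorescence of the barcode-gated MEP2-GFP cells per well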
# Starred values were filed as active, the others as inactive; i = inactive; ? = inconclusive; / = not tested or not shown; [ ] = remark or other dose.
SMILES,CR mimetic SO,CIT2-GFP yeast,VLA-4 inh,AGP1 TOR yeast,GRK2 inh,LAP4 TOR yeast,RPL19A TOR yeast,MEP2-GFP yeast
O=C(COc1ccccc1Cl)NCc1ccco1,92,104,-2,110,1,104,111,107
CCOC(=O)NC(=O)CSc1nc(C)cc(C)c1C#N,104,99,3,104,2,97,102,102
CCOc1ccc(C2CC(c3c(O)c4ccccc4oc3=O)=NN2c2ccccc2)cc1OC (stereo not drawn),110,100,-20,102,0,101,106,102
O=C(NCCc1ccccc1)c1ccc2nc3cc(Cl)ccc3c(=O)n2c1,86,97,10,96,0,92,99,106
Cc1ccc(S(=O)(=O)Nc2ccc(C(=O)NCc3ccncc3)cc2)cc1,101,104,6,105,0,107,91,102
COC(=O)c1c(NC(=O)CN(C)CC(=O)Nc2ccc(C)cc2)sc2c1CCC(C)C2 (stereo not drawn),109,101,5,98,3,96,99,103
CCCC(=O)Nc1ccc2c(c1)nc(CCNC(=O)c1ccco1)n2C,107,109,-6,113,2,130,102,104
Cn1c(CN2CCOCC2)nnc1SCc1ccccc1,92,100,0,104,2,89,96,98
Cc1ccn(CCC(=O)N2c3ccccc3CC2C)n1 (stereo not drawn),129,106,31,101,0,95,98,108
COCCCn1c(SCC(=O)NC2CCCC2)nnc1-c1cccs1,112,108,-3,105,1,102,102,104
COc1ccc(/C=N/N2CCN(c3ccc(Cl)cc3)CC2)cc1O,96,109,2,96,0,79,109,103
COc1ccc(Cl)cc1-c1nc(SCC(N)=O)n[nH]1,106,90,1,103,2,96,95,100
O=C(O)C1CCCN1S(=O)(=O)c1ccc(Cl)c(Cl)c1 (stereo not drawn),116,98,5,107,1,106,99,102
COc1ccc(C(=O)CCN2CCCCCC2)cc1,72,113,10,94,2,134,94,86
CCN1CCN(C(=O)C(C)Sc2nc3nc(C)cc(C)n3n2)CC1 (stereo not drawn),111,93,11,98,1,99,96,91
Cc1ccc(NC(=O)C(C)N2C(=O)c3ccccc3S2(=O)=O)cc1Cl (stereo not drawn),103,104,7,114,4,106,105,107
O=C(O)Cc1sc(-c2ccc(C(=O)O)cc2)nc1-c1ccccc1,117,84,5,94,0,101,98,102
COC(=O)c1cc(S(=O)(=O)NC2CCN(Cc3ccccc3)CC2)cn1C,105,112,20,58,0,96,92,122
CCOC(=O)C(=O)NNc1ccc(C)cc1,110,114,-9,109,0,97,111,107
CCN(CC)CCNC(=O)c1ccc(NC(=O)/C=C/c2ccc3ccccc3n2)cc1,103,97,0,89,0,89,105,106
COC(=O)c1cc(C(=O)Nc2ccc(S(=O)(=O)NC(C)(C)C)cc2)cc([N+](=O)[O-])c1,116,101,14,96,2,96,104,106
Cc1ccc(-n2nnc3c(=O)n(Cc4ccccc4C)cnc32)cc1,122,95,0,100,2,109,102,101
CNC(=O)CSc1nnc(NC(=O)C2CC(=O)N(c3ccccc3OC)C2)s1 (stereo not drawn),115,94,3,104,0,91,94,92
COc1ccccc1NC(=O)CN(Cc1ccco1)C(=O)c1cccs1,103,105,1,103,0,99,99,101
COc1ccc(OCc2nc3c4c(ncn3n2)-c2ccccc2CC42CCCC2)cc1,118,98,-1,96,39,92,103,100
CCOCc1nnc(NC(=O)c2ccco2)s1,100,104,4,99,4,95,94,107
COc1ccc2cc(C=NS(=O)(=O)c3ccc(C)cc3)n(C)c2c1,105,99,0,98,1,108,96,88
COc1cccc(CNC(=O)N2CCN(c3ccccc3)CC2)c1,90,101,8,105,0,103,100,100
COc1ccccc1C1C(C#N)=C(N)Oc2cc(C)n(Cc3ccccn3)c(=O)c21 (stereo not drawn),110,97,4,101,1,112,101,99
CCOC(=O)Cc1nnc(NC(=O)c2cccc(OCC)c2)s1,109,100,10,102,0,98,101,103
COCCNC(=O)c1onc(CSc2cccc(Cl)c2)c1C(=O)O,91,67,8,81,2,120,92,89
O=C(NCc1n[nH]c(=S)n1Cc1ccccc1)c1ccc(Cl)cc1Cl,98,88,3,85,0,92,92,103
CCN(CC)C(=O)CSC1=Nc2ccccc2C2=NC(Cc3c[nH]c4ccccc34)C(=O)N12 (stereo not drawn),65*,98,-5,101,0,101,99,102
CC(=O)Nc1ccccc1Sc1ccc2c3c(cccc13)C(=O)N(c1ccc(C)cc1)C2=O,109,97,-4,107,0,99,106,117
COc1ccc(COc2cc(-c3cccc(OC)c3)nc3ccc(NC(=O)C(C)C)cc23)cc1,93,63,-2,72,0,133,90,90
COc1ccccc1C(=O)NNC(=O)C(=O)Nc1ccc(C)cc1,116,104,-13,109,0,131,104,101
O=C(COC(=O)CNC(=O)c1ccc(Cl)cc1Cl)NC(=O)NC1CCCCC1,100,101,13,102,0,95,98,105
O=C(Nc1ccccc1Cl)c1ccc(S(=O)(=O)NCC2CCCO2)cc1 (stereo not drawn),95,103,-1,102,4,95,100,95
Cc1ccc(NS(=O)(=O)c2cc([N+](=O)[O-])ccc2NNC(=S)Nc2cccc(Cl)c2)c(C)c1,96,91,i,98,1,99,99,100
COc1ccccc1C(=O)Nc1ccnn1C1CCN(C(=O)c2ccoc2C)CC1,90,/,0,95,0,75,97,90
CCOC(=O)c1sc(NC(=O)/C=C/c2ccccc2)nc1C,99,98,9,96,0,100,106,108
Cc1nn(C)cc1CN(C)Cc1ccc(OCC(O)CN2CCCCC2)cc1 (stereo not drawn),100,103,7,103,0,98,101,103
CCCc1cc(=O)[nH]c2nnc(SCC(=O)Nc3ccc(C(C)=O)cc3)n12,90,107,1,102,1,104,110,112
CCOc1ccc(C(=O)N[C@H](C(=O)Nc2ccc(S(=O)(=O)Nc3nccs3)cc2)C(C)C)cc1,68,101,2,100,4,100,97,96
Cc1c(NC(=O)COC(=O)Cc2ccc(Cl)cc2)c(=O)n(-c2ccccc2)n1C,92,93,6,108,4,105,103,106
CCSc1nnc(NC(=O)c2cccnc2)s1,87,99,0,96,0,105,100,108
CSc1nc2c(cnn2-c2ccccc2)c(=O)n1N,100,107,0,95,3,104,101,105
CC(=NNC(=O)c1ccc(NS(=O)(=O)c2cccs2)cc1)c1ccc(OCC(N)=O)cc1,90,109,-6,97,2,97,96,113
CCN(C[C@H]1N[C@@](C)(C(=O)OC)[C@H]2C(=O)N(C)C(=O)[C@@H]12)S(=O)(=O)c1ccc(OC)cc1,95,98,22,116,1,104,106,97
CCOc1cc(/C=C2/NC(=O)N(CC(=O)OC)C2=O)ccc1OC,105,100,2,95,9,83,99,110
# The results go on.
SMILES,CR mimetic SO,CIT2-GFP yeast,VLA-4 inh,AGP1 TOR yeast,GRK2 inh,LAP4 TOR yeast,RPL19A TOR yeast,MEP2-GFP yeast
Cc1cc(O)c(C(C)C)cc1NS(=O)(=O)c1ccccc1,91,?,10,20[may fluoresce violet],3,103[may fluoresce violet],46*[may fluoresce violet],182*[may fluoresce violet]
CC(=O)c1cccc(NC(=S)NNC(=O)c2ccco2)c1,96,108,5,106,0,106,108,106
CCOC(=O)c1csc(Nc2nc3ccc(F)cc3s2)n1,97,99,-9,102,15,109,96,107
CCOc1ccc(N(CC(=O)NC2CCCCCC2)S(=O)(=O)c2c(C)noc2C)cc1,86,107,15,109,0,102,102,98
Cc1cc(C)n(Cc2ccc(NC(=O)c3c([N+](=O)[O-])c(C)nn3C)cc2)n1,90,107,4,105,0,107,100,108
COc1cc(CN2CCC(C(=O)N3CCC(C)CC3)CC2)cc(Br)c1O,105,98,11,99,0,95,99,101
CC(C)(C)C(=O)Nc1sc2c(c1C#N)CCN(Cc1ccccc1)C2,100,91,-36,95,2,102,96,100
O=C(CCNC(=O)c1ccc(Br)cc1)Nc1cccc(S(=O)(=O)N2CCCCC2)c1,96,96,2,102,1,102,98,93
COc1ccc(C(=O)Nc2ccc3c(c2)nc(CCNC(C)=O)n3C)cc1,90,94,0,110,1,106,100,105
COc1cccc(C(=O)N2CCN(Cc3cc(Br)ccc3OC)CC2)c1,91,97,5,100,2,98,99,94
CN(CC(=O)Nc1cccc(F)c1)CC(=O)NC(c1ccccc1)c1ccccc1,95,93,2,95,5,108,94,104
O=C1Nc2ccccc2OC1CC(=O)N1CCCC1 (stereo not drawn),100,107,32,107,2,99,103,111
CC1(C)Oc2ccc(C(=O)N/N=C/c3ccc(O)cc3)cc2NC1=O,114,110,8,104,0,94,105,97
Cc1c(NC(=O)CN2C(=O)NC(C)(c3ccc(Cl)cc3)C2=O)c(=O)n(-c2ccccc2)n1C (stereo not drawn),88,97,0,106,0,104,94,93
CN(C)CC/C=C1/c2ccccc2COc2ccccc21,100,98,14,100,0,105,101,100
Cc1cc(=O)[nH]c(-n2nc(C)c(Oc3ccccc3O)c2C)n1,105,110,-9,102,6,101,111,101
COC(=O)c1c(C(=O)OC)c(C)n(Cc2ccco2)c1C,92,97,5,108,0,94,95,97
O=C(CC(c1ccccc1)c1ccccc1O)NCc1ccccc1Cl (stereo not drawn),88,93,19,94,0,95,98,98
CCN(C[C@H]1N[C@@](Cc2ccccc2)(C(=O)OC)[C@H]2C(=O)N(C)C(=O)[C@@H]12)C(=O)c1ccc(F)cc1,95,97,-10,109,0,112,103,103
O=C(NCCC(=O)N1CCN(c2ccccn2)CC1)c1ccc([N+](=O)[O-])cc1,94,104,-2,102,3,99,99,100
CCC(=O)Nc1ccc(S(=O)(=O)Nc2c(C)nc3nc[nH]n3c2=O)cc1,103,95,-5,100,3,97,104,99
COc1cccc(CCC(=O)N2CCC(n3nccc3NC(=O)C3CCOC3)CC2)c1 (stereo not drawn),80,94,-5,94,4,83,102,85
COc1ccc(/C=C2\SC(=O)N(CCNC(=O)CCS(=O)(=O)c3ccc(C)cc3)C2=O)cc1,115,97,10,96,0,99,101,98
Cc1ccc(CSc2nnc(Nc3ccc(C)cc3)s2)cc1,82,92,-6,87,28,94,93,97
CCCCOc1ccc(N=Cc2ccc[nH]2)cc1,94,111,-3,101,7,94,105,108
Cc1cc(NC(=O)CN2C(=O)NC3(CCCCC3C)C2=O)no1 (stereo not drawn),90,101,30,96,1,83,103,103
CC(C)NC(=O)Nc1cccc2c1O[C@H](CN(C)S(=O)(=O)c1ccccc1)[C@@H](C)CN([C@H](C)CO)C2=O,92,94,-4,92,0,88,102,95
NC(=O)c1cc(C(=O)c2ccc(Cl)cc2)c[nH]1,100,95,6,99,1,93,97,99
O=C(O)CCCCNS(=O)(=O)/C=C/c1ccccc1,103,104,12,84,6,96,92,101
COC(=O)C1=C(C(C)=O)C(c2ccc(C)cc2)n2nnnc2N1 (stereo not drawn),106,97,0,101,0,97,100,99
COC(=O)C1=C(C(=O)c2ccccc2)C(c2ccc(O)c(OC)c2)n2nnnc2N1 (stereo not drawn),106,110,0,89,0,80,94,103
COc1ccccc1NC(=O)CN1CCN(CC(=O)Nc2ccc(S(N)(=O)=O)cc2)CC1,111,102,-8,105,0,105,100,109
Oc1c(C=Nc2ccccc2Cl)[nH]c2ccccc12,111,97,1,109,4,111,106,110
CCOc1cc(S(=O)(=O)N2CCC(c3nc4ccccc4s3)CC2)c(OCC)cc1S(=O)(=O)N1CCCCC1,84,97,13,95,3,101,94,98
